Screening results: PubChem, National Center for Advancing Translational Sciences (NCATS)
TR SRC2 fluor cs: Texas Red fluorescence interference in TRb-SRC2 counter-screen. TRb/SRC2 Texas Red total fluorescence interference. Potency, µM (highest dose often 106 µM), for the others: at the highest dose fluorescence change, negative = quenching. 0.29% of 280,000 active; active = well fitted curve in either direction with a large enough effect; inconclusive = small, poorly fitted or top-dose-only effect; also: % is scaled to controls: 0 for no effect and ±100 for the full control effect
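Human TRβ ligand-binding domain (0.6 uM) and Texas Red SRC2 peptide (20 nM) in Tris buffer with 1 uM T3 and 5% DMSO were incubated with pinned compound for 5 hr at ambient temperature. Total fluorescence was computed as S + 2P (555/632 nm).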
L3MBTL1 inh: inhibitors of human L3MBTL1; Potency, µM (titrated, usually from 57.1 µM), inactives show top-dose activity, negative = inhibition, actives largely listed as inhibitors; 0.66% of 230,000 active; AlphaScreen L3MBTL1–H3K9me1 peptide binding; Q9Y468; also: % is scaled to controls: 0 for no effect and ±100 for the full control effect; nearly all actives have a fitted effect of over 60% in size
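L3MBTL1 (50 nM) pre-complexed 30 min with biotinylated H3(1-15)K9me1 peptide (75 nM), then compounds added for 30 min at room temperature; AlphaScreen streptavidin donor/nickel chelate acceptor beads (10 ug/mL final) read after 30 min dark incubation.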
Tau fluor counter: counter-screen for tau fibril formation inhibitors; 0.93% of 280,000 active; tau K18 P301L Alexa594 fluorescence, heparin fibrillization; Potency, µM (highest dose often 57.7 µM), for the others: at the top dose activity change, negative = decrease; also: % is scaled to controls: 0 for no effect and ±100 for the full control effect; nearly all actives have a fitted effect of over 55% in size
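Human K18 P301L tau (15 uM unlabeled plus 0.24 uM Alexa 594-labeled, final) in 100 mM sodium acetate pH 7 was mixed with compound and 20 uM heparin and incubated 6 hr at 37 C.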
TRb-SRC2 inh: inhibitors of human thyroid hormone receptor beta-SRC2 interaction; TRbeta-SRC2 peptide binding, fluorescence polarization; receptor liganded with 1 µM T3; Potency, µM (doses to about 106 µM), for inactives: top-dose activity change, negative = inhibition, most hits filed as inhibitors; 0.065% of 280,000 active; AID 1469;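 also: plate controls were bound peptide for no effect and peptide without receptor for full effect; nearly all actives have a fitted effect of over 50% in size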
Target sequence (P10828 whole entry, looked up): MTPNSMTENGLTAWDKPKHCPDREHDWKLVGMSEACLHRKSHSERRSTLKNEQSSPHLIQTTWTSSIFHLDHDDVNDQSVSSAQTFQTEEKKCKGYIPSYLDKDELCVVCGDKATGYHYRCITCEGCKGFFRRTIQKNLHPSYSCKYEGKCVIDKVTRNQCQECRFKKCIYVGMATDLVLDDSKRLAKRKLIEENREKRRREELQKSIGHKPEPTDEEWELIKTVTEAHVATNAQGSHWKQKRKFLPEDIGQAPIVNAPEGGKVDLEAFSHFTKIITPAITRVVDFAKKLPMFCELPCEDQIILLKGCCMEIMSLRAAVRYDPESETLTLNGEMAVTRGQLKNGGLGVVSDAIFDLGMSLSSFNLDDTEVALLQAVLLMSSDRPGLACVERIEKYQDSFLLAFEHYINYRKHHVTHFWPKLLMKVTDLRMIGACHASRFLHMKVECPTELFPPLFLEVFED
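Each compound concentration gave % activity, normalized to unbound and bound Texas Red SRC2 controls, from polarization read after 5 hr ambient incubation with T3-loaded human TRb LBD.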
Tau ThT inhib: blocks human tau fibril formation measured by thioflavin T; P10636; recombinant tau K18 P301L, heparin-induced fibrillization, ThT fluorescence; Potency, µM (doses to about 57.4 µM), without a hit: at the top dose activity, negative = inhibition, most hits filed as inhibitors; 2.1% of 270,000 active; AID 1460; also: % is scaled to controls: 0 for no effect and ±100 for the full control effect; nearly all actives have a fitted effect of over 55% in size
Target sequence (P10636 561-689 P618L limits assumed): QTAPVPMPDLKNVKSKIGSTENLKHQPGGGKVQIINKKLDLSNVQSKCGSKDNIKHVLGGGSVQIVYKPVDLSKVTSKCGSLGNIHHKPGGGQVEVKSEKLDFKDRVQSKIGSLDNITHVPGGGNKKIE
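Fibril formation assay: tau K18 P301L at 15 uM with trace Alexa 594 label, heparin inducer 20 uM, pH 7 sodium acetate buffer, 37 C for 6 hr; endpoint ThT signal.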
Tau FP inhib: inhibitors of human tau fibril formation; 0.39% of 280,000 active; Potency, µM (titrated, usually from 57.7 µM), inactives show at the highest dose activity, negative = inhibition, usual class: inhibitors; P10636; K18 P301L tau heparin fibrillization, Alexa594 FP, 6 h; also: % is scaled to controls: 0 for no effect and ±100 for the full control effect; nearly all actives have a fitted effect of over 55% in size
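Steps: dispense K18 P301L tau (15 uM plus 0.24 uM Alexa 594 tracer, final) in pH 7 sodium acetate; add compound; add heparin (20 uM final); incubate 6 hr, 37 C; add ThT (30 uM final); after 1 hr ambient, read FP.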
HTT cytoprotect: cytoprotection in Huntington HTT-Q103 PC12 cell model; PC12 HTT-Q103 induced, cytoprotection, ATP luminescence, 40 h; Potency, µM (series often up to 56.4 µM), without a hit: cytoprotection (ATP increase), hits mostly activators; 0.14% of 230,000 active; AID 1471;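 also: % of control where 0% means no effect; nearly all actives have a fitted effect of over 45% in size; toxic huntingtin expression switched on by the ecdysone agonist tebufenozide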
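Readout: ATPlite luminescence (ATP level). Model: stable PC12, inducible Htt exon1 Q103-GFP. Inducer: tebufenozide, 100 nM final. Compounds: dose series. No G418 in medium.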
RECQ1 helicase: blocks DNA unwinding by human RECQ1; 0.54% of 240,000 active; P46063; Potency, µM (highest dose often 57.3 µM), inactives show at the top dose activity, negative = inhibition, usual class: inhibitors; RECQ1 DNA unwinding, red fluorescence kinetic read;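 also: plate controls were vehicle for no effect and no enzyme for full effect; nearly all actives have a fitted effect of over 30% in size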
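50 nM RECQ1T1 preincubated 15 min with compound in Tris pH 8.0 buffer with MgCl2, DTT, Tween-20 and 2.5 ug/ml poly(dI-dC); started with 200 nM TAMRA/BHQ-2 forked duplex and 2 mM ATP. Unwinding read as fluorescence (525/598 nm), two reads 2 h apart.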
An asterisk follows results filed as active; i = inactive; ? = inconclusive; nt = not tested or not shown; & = joins results of further samples; [ ] = dose if it differs, or a comment. Unless noted, calls follow the shape of the dose curve; as a rule, active = well fitted curve in the direction sought with a large enough effect; inconclusive = small, poorly fitted or top-dose-only effect, or another doubt; inactive = no such curve, though single readings can be large; an effect the other way counts as inactive or inconclusive. Potency is read from the fitted curve at half-maximal effect. This is a subset. The share of hits here may be higher or lower than overall.

SMILES | TR SRC2 fluor cs | L3MBTL1 inh | Tau fluor counter | TRb-SRC2 inh | Tau ThT inhib | Tau FP inhib | HTT cytoprotect | RECQ1 helicase
Cc1nc(-c2ccccc2)sc1-c1ccc(SCC(=O)NCc2ccccc2Cl)nn1 | -1% | nt | -17% | -3% | -7% | -10% | nt | nt
O=C(c1cccnc1)N1CCC(Oc2ccc(C(=O)N3CCCCO3)cc2)CC1 | -1%[53 µM] | 3% | -4% | 2%[53 µM] | -10% | -4% | 26%[10 µM] | i
CC1(C)OC(=O)C(=NNc2ccc(O)cc2)C(=O)O1 | -1% | -4% | -16% | -5% | ? | 0% | -22% | -7%
CCC(CC)C1C(C#N)=C(N)SC(N)=C1C#N | -4% | -15% | -5% | -20% | -2% | -3% | 0%[10 µM] | -5%
O=C(O)CSc1nccn1-c1cccc(Cl)c1 | -5% | nt | -8% | -2% | -5% | 0% | 2%[10 µM] | -5%
COc1ccc(OC)c(S(=O)(=O)NCC(c2ccco2)S(=O)(=O)c2ccccc2)c1 (configuration not stated) | -1% | 2% | -2% | -8% | 4% | -11% | nt | nt
Cc1ccc(NC(=O)CN2C(=O)NC3(CCCc4ccccc43)C2=O)cc1S(=O)(=O)N1CCOCC1 (configuration not stated) | -2% | -6% | -15% | 2% | -7% | -2% | 11% | i
CCCCN(C)C(=O)CCCCn1c(=O)[nH]c2cc(OCC)c(OCC)cc2c1=O | 1% | -8% | -27% | 7% | -20% | -4% | -21% | -3%
COC(=O)c1c(NC(=O)c2nc3ccccc3s2)sc2c1CCN(C(C)=O)C2 | -14% | nt | -23% | 6% | 16µM* | -5% | 9% | -1%
CN1OC(COC(=O)c2ccccc2)CC1c1ccccc1 (configuration not stated) | -2% | 5% | -12% | -15% | -4% | -3% | 3% | -7%
COc1ccc(CC(=O)NC(C)c2nnc(SCC(=O)Nc3ccccc3F)n2C)cc1 (configuration not stated) | -3% | 3%[11.4 µM] | 7% | 5% | 1% | 1% | -1% | i
COc1cccc(CC(NC(C)=O)C(=O)NC2CCN(c3nnnn3-c3ccccc3)CC2)c1OC (configuration not stated) | -1% | 4% | 1% | -11% | 0% | 2% | -66%[inhibitor] | i
CCN(CC)N=Nc1[nH]nc2nc(C)cc(C)c12 | -1% | 0% | -16% | -3% | ? | -3% | 7% | -15%
CCOc1ccc(N(CC(=O)Nc2ccc(C)c(C)c2)S(=O)(=O)c2c(C)noc2C)cc1 | -1% | 30% | -29% | 5% | -2% | -5% | 18%[10 µM] | -3%
CC(=O)N(C)c1nnc(-c2cnccn2)s1 | -1% | 1% | -9% | -3% | -6% | -3% | -9% | -11%
N#CCCN(CCC#N)S(=O)(=O)c1ccc(C(=O)Nc2nnc(C3=COCCO3)o2)cc1 | -1% | nt | 2% | 5% | -4% | 1% | -32%[inhibitor] | -4%
Cc1ccc(NC(=O)c2ccc3c(c2)OCCO3)cc1S(=O)(=O)Nc1cccc(Cl)c1 | 5% | -18% | -8% | -7% | 0% | 5% | 11%[1.9 µM] | 0%
CCCCN(C(=S)Nc1ccccc1)C1CCS(=O)(=O)C1 (configuration not stated) | 1% | 3% | 2% | -1% | 0% | 6% | -7% | -13%
CCc1c(C)c(C#N)c2nc3ccccc3n2c1Nc1cccc(C(F)(F)F)c1 | 0% | nt | -7% | 10% | 4% | -14% | nt | nt
ClC(Cl)c1nnc(-c2ccccc2)c(-c2c[nH]c3ccccc23)n1 | -2% | 2% | -26% | -2% | -14% | -7% | -10%[10 µM] | -7%
CC(=O)Nc1ccc(NC(=O)Cn2nc([N+](=O)[O-])c(Br)c2C)cc1 | -10% | 2% | -27% | -5% | ? | -11% | -40%[inhibitor] | 8%
Cc1ccc(C)c(N2CCN(c3ccncc3N)CC2)c1 | -3% | -24% | -17% | 5% | ? | 8% | 11%[10 µM] | -3%
COc1ccc(-c2csc3nc(-c4ccc(C)cc4)oc(=O)c23)cc1OC | 5%&-2% | 7% | -25%&-12% | 1%&5% | -8%&0% | ? | 7%[10 µM] | -5%
OC(CNCCc1ccc(C(F)(F)F)cc1)COc1ccc2ccccc2c1 (configuration not stated) | 2% | 0% | -29% | 0% | ? | -2% | -9%[10 µM] | -1%
CCOc1cccc(/C=C2/NC(=O)N(CC(=O)Nc3cccc(C)c3)C2=O)c1O | -5% | -5% | 4% | -2% | 1% | 4% | ? | -6%
CC1CCN(C(=S)c2cn(Cc3ccccc3F)c3ccccc23)CC1 | 2% | -6% | -27% | -14% | -16% | 3% | -36% | i
O=C(O)c1sccc1S(=O)(=O)Nc1ccc(Cl)cc1 | -15% | nt | -11% | -5% | -6% | 6% | -2% | -8%
CS(=O)(=O)Oc1ccc2c(c1)O/C(=C\c1cccnc1)C2=O | -6% | -4% | -19% | 4% | ? | 2% | 32%[10 µM] | 1%
COC(=O)C1CCN(CC(N)=O)CC1 | 1% | nt | -3% | -8% | -12% | -2% | -2% | -4%
Cc1cc(C)cc(N(C(=O)Cc2cccs2)C(C(=O)NC2CCCC2)c2ccc(C)o2)c1 (configuration not stated) | -7% | 4% | 7% | -3% | -2% | -2% | -9%[10 µM] | -8%
COc1ccc(-c2csc3ncn(-c4ccccc4)c(=O)c23)cc1OC | 1% | -12% | -12% | -5% | -12% | 1% | -10%[10 µM] | -13%
CCOC(=O)c1ccc(NC(=O)C(=O)NCCc2ccc(OC)cc2)cc1 | -2%&-2% | 13% | -11%&-9% | 1%&2% | ? | -10%&4% | 15%[10 µM] | -5%
COC(=O)C1C2C=CC3(CN(c4ccc(Cl)c(F)c4)C(=O)C13)O2 (configuration not stated) | 5% | 4% | 17% | -14% | 13% | 1% | 11% | i
COc1ccc(CNC(=O)c2cc(C3CC3)nc3c2c(C)nn3-c2cccc(Cl)c2C)cc1 | -1% | nt | -14% | 5% | -2% | ? | nt | nt
O=C(CCN1C(=O)c2ccccc2C1=O)Nc1ccccn1 | -2% | nt | 7% | 1% | -2% | 4% | -3%[10 µM] | i
COC(=O)c1cc2ccccc2oc1=O | -5% | nt | 9% | 3% | -5% | 1% | 6% | -9%
O=C(/C=C/c1ccccc1)N/C(=C/c1ccccc1)C(=O)Nc1cccc(C(=O)O)c1 | 2% | nt | -5% | 5% | -5% | -2% | -22% | 0%
O=C(O)c1cc(-c2ccc(/C=N/Nc3ccc(Cl)cc3)o2)ccc1Cl | -6% | -10% | 11µM*[quencher] | 1% | 8.9µM* | 2% | -43% | -13%
O=C(CCN1C(=O)C2CCCCC2C1=O)Nc1nc(-c2ccc(F)c(F)c2)cs1 (configuration not stated) | 0% | nt | -18% | 5% | 2% | -12% | -4% | i
CCOC(=O)C1CCCN(Cc2c(C(=O)N3CCOCC3)nc3ccccn23)C1 (configuration not stated) | -2% | 12% | 4% | -3% | -1% | 3% | -2% | -8%
CCOC(=O)CSc1nc(C)c(C(=O)OCC)s1 | 1% | 7% | 3% | -18% | 0% | 2% | -13%[0.074 µM] | -5%
CCC/C=C(\CCC)C(NC(=O)OCC(C)C)c1ccc(C(=O)OC)cc1 (configuration not stated) | 0%&-4% | 19% | -8%&-6% | 0%&2% | -15%&-13% | 7%&-15% | 16% | -9%&-2%
Cc1cc(C)c(-c2c(O)c3cccc4c3n(c2=O)CCC4)c(C)c1 | -2% | 14% | -1% | 5% | -2% | -3% | 21%[10 µM] | -4%
COC(=O)c1c(NC(NC(=O)C(C)C)C(Cl)(Cl)Cl)sc2c1CCC2 (configuration not stated) | -2% | -2% | -25% | 8% | ? | -7% | 6%[10 µM] | -8%
CCOc1ccccc1-c1nc(-c2cccc(Br)c2)no1 | 3% | nt | -21% | -4% | -6% | -10% | -3% | 20%
COc1cc(NC(=O)CSc2nnc(NC(C)C)s2)cc(OC)c1OC | -7% | 1% | -15% | -10% | -5% | 0% | -22% | -5%
c1ccn2c(c1)nc1c2nc2ccccn21 | -7% | 10% | -4% | -4% | -1% | 3% | -27% | -9%
Cc1cc(C)cc(NC(=O)C2CCC(CNS(=O)(=O)c3ccc4c(c3)C(C)(C)C(=O)N4C)CC2)c1 (configuration not stated) | -3% | nt | -14% | -2% | -9% | 9% | nt | nt
CSCC[C@H](NC(=O)C(C)(C)Oc1ccc(Cl)cc1)c1nc2ccccc2[nH]1 | -2% | -2% | -15% | 8% | 0% | -8% | 18%[10 µM] | -3%
CCN(CC)S(=O)(=O)c1ccc(N(C)Cc2cccc(OC)c2OC)nc1 | -1% | 4% | -11% | 0% | -2% | 6% | nt | 14%

(cont.)
SMILES | TR SRC2 fluor cs | L3MBTL1 inh | Tau fluor counter | TRb-SRC2 inh | Tau ThT inhib | Tau FP inhib | HTT cytoprotect | RECQ1 helicase
COc1ccc2c(c1)C=C(CN1CCN(C3CCCC3)C(CCO)C1)CO2 (configuration not stated) | 10% | -15% | 4% | 0% | -5% | 0% | nt | i
N#CCCN(CCC#N)c1nncs1 | 1% | nt | -3% | -4% | 3% | -4% | 4% | i
CCOC(=O)c1ccc(NC(=O)CCNc2c(N3CCCC3)c(=O)c2=O)cc1 | 1% | nt | 2% | -16% | 8% | 13% | -10% | i
O=C(NNC(=O)[C@H]1CC=CC[C@H]1C(=O)O)c1ccc(Cl)cc1Cl | -1% | nt | 3% | -4% | -3% | 2% | -13% | -1%
Cc1nccn1-c1cc(C(C)(C)C)nc2c(-c3ccccc3)cnn12 | -1% | -2% | 2% | -8% | -13% | 2% | nt | -2%
